Assay outcomes from PubChem.
FAK inh = inhibitors of human focal adhesion kinase. Q05397. AID 727. inhibition, %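 (tested at 7 µM)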. 97,000 compounds, 0.84% hits. biochemical FAK kinase activity assay; in the data active = inhibition above about 19%;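 note: 0% = DMSO and 100% = reference compound high control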
HIV Rev-RRE inh = HIV Rev-RRE protein-RNA interaction inhibition | P05866 | Rev peptide-RRE RNA binding, FRET | inhibition, % at 8 µM | 97,000 compounds, 0.79% hits | AID 704;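 active = inhibition above the screen-wide mean plus 3 SD, cut at about 35% in these data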;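 note: 0% = median DMSO wells and 100% = median Neomycin B control wells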
Target sequence (P05866 whole entry, looked up): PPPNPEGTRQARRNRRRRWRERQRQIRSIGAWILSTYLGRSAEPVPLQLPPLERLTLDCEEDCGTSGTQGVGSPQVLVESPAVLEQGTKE
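Material: labelled RRE RNA duplex and labelled Rev peptide / Buffer or medium: HEPES pH 7.5 salt buffer with EDTA / Compound dosing: single point, 8 µM final nominal compound concentration / Benchmarks: DMSO low control, neomycin B high control / Timing: 5 min preincubation and 15 min binding, 25 °C / Technique: FRET fluorescence readout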
PLK1 inh = blocks human PLK1 kinase activity; recombinant PLK1 kinase, TR-FRET peptide phosphorylation; P53350; AID 619; inhibition, % at 10 µM; 97,000 compounds, 0.53% hits;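 active = inhibition of 50% or more in the single-concentration screen; inactive = inhibition below 50%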;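 note: 0% = DMSO max control and 100% = H-89 dihydrochloride min control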
Target sequence (P53350 whole entry, looked up): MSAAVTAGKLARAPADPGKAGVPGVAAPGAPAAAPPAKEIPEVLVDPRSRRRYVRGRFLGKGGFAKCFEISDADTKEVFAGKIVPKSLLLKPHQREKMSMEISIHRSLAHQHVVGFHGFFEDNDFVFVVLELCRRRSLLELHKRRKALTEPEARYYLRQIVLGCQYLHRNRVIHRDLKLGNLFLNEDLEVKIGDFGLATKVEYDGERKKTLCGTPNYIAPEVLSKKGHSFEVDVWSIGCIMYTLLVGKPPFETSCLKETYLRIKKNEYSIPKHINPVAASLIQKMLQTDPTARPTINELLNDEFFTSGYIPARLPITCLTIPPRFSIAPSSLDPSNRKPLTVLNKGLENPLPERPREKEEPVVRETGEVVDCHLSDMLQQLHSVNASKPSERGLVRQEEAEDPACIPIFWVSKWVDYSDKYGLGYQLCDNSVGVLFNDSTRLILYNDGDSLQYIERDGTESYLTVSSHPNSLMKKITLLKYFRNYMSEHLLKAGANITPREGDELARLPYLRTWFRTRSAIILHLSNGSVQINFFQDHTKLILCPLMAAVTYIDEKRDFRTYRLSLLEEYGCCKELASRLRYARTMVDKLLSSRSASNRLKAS
ERb coact inh = ER-beta (human) coactivator binding inhibition; 86,000 compounds, 1.3% hits; inhibition, % at 25.6 µM; TR-FRET ER-beta LBD / SRC1-Cy5 peptide binding; receptor agonist-loaded with 1 µM estradiol; Q92731;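 active = compounds whose percent inhibition of the receptor-coactivator binding signal exceeds about 50% in the single-dose screen, limit read from the data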;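 note: 0% = receptor plus peptide wells without compound and 100% = peptide-only wells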
CD11b adhes inh = CD11b/CD18-fibrinogen binding inhibition. P05107+P11215. K562 CD11b/CD18 adhesion to fibrinogen, ATPlite luminescence; Mn2+ added to activate the integrin. inhibition, % at 10 µM. 93,000 compounds, 0.54% hits. AID 1497;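 active = primary inhibition of 50% or more at 10 µM, then 40% or more on retest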; note: some results filed as inactive read as strong as hits
ERa coact inh = ER-alpha (human) coactivator binding inhibition; 86,000 compounds, 1.7% hits; inhibition, % at 25.6 µM; TR-FRET ER-alpha LBD / SRC-1 peptide, estradiol-bound; in the data active = inhibition above about 50%;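 note: 0% = receptor plus peptide control and 100% = peptide only without receptor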
CD11b adhes enh = enhancers of human CD11b/CD18 binding to fibrinogen | P05107+P11215 | K562 CD11b/CD18 adhesion to fibrinogen, ATPlite luminescence | activation, % at 10 µM | 93,000 compounds, 0.07% hits | AID 1499;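 active = 10 µM primary screen giving 50% or more activity, confirmed by 40% or more on retest at that dose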; note: strong numbers were not always called active
ERa coact pot = enhances coactivator binding to human estrogen receptor alpha; P03372; TR-FRET ERalpha-LBD/SRC-Cy5 coactivator binding, 2 h; 100 = basal binding, no effect; coactivator binding (% of control), % at 25.6 µM; 86,000 compounds, 1.3% hits; in the data active = activity above about 200%;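 note: binding measured in presence of low estradiol as agonist stimulus; 0% = peptide alone without receptor and 100% = receptor with peptide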
Plk1 PBD FP = Plk1 (human) PBD binding inhibition | P53350 | Plk1 PBD phosphopeptide binding, fluorescence polarization | inhibition, %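 (tested at about 20 µM)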 | 97,000 compounds, 0.13% hits | AID 693; in the data active = inhibition above about 34%, passing the limit was not always enough
Active calls of the source: *; nt = not tested or not shown; [ ] = another dose, or the depositor's remark.

Value order: FAK inh	HIV Rev-RRE inh	PLK1 inh	ERb coact inh	CD11b adhes inh	ERa coact inh	CD11b adhes enh	ERa coact pot	Plk1 PBD FP
- Nn1c(SCC(=O)NC2CCCc3ccccc32)nnc1-c1cccs1 (stereo not drawn)
  2.7	5.6	-9.9	-2.7	-2.8	-2.6	-5.0	87.0	2.9
- O=C(NC1CCCCC1)c1ccc(S(=O)(=O)NCc2ccco2)cc1
  10.8	3.3	-11.0	17.2	-7.2	11.4	3.2	90.8	9.5
- COc1ccc(C(C(O)C(=O)c2c[nH]c3ccccc23)N2CCN(c3ccccc3)CC2)cc1 (stereo not drawn)
  1.0	7.2	4.2	1.6[fluorescence artefact?]	-23.1	3.7[fluorescence artefact?]	2.5	120.5	-8.0
- CCCc1c(C)c2cc(C)ccc2[nH]c1=O
  4.8	3.9	-10.7	-4.6	-1.5	2.7	-2.9	110.0	7.8
- Cn1c(=O)c2c(nc(NCCc3ccccc3)n2Cc2ccccc2)n(C)c1=O
  1.3	8.4	-17.4	-11.7	-14.5	-7.8	-0.6	113.9	-26.6
- Cc1ccc(CNC(=O)c2ccc(Br)o2)cc1
  -2.1	1.9	-6.0	-3.7	7.4	-6.8[fluorescence artefact?]	-1.6	106.3	-23.3
- CCN(CCCNC(=O)COc1cc(=O)n(C)c2ccccc12)c1ccccc1
  4.5	4.3	-6.6	-4.8	nt	-7.0	nt	108.3	20.5
- NC1=NC(=O)C(Cc2cc(Cl)ccc2Cl)S1 (stereo not drawn)
  1.4	1.8	-11.3	nt	nt	nt	nt	nt	-28.5
- CCCOC(=O)c1ccc(Oc2cn[nH]c2-c2ccc(OCC)cc2O)cc1
  4.2	18.3	-13.0	-3.1	41.1	-7.4	-3.3	104.9	10.6
- O=C(N/N=C/c1ccccc1Br)c1ccc(CSc2cccc3cccnc23)cc1
  -0.1	11.6	-2.4	-13.0	7.7	-6.0	10.1	117.7	12.2
- COc1ccc(NC(=O)N(C2CCCCC2)C2CCN(C(C)C)CC2)c(OC)c1
  -0.5	3.1	-7.2	-8.7	39.7	1.3	-4.2	120.5	-14.9
- COc1cc(NC(=S)NC(=O)c2ccccc2C)ccc1NC(=O)c1cccs1
  -1.5	6.4	-2.9	nt	5.6	nt	-4.8	nt	20.9
- Cc1cccc(-n2ncc3c(NCCCN4CCCC4=O)ncnc32)c1
  -10.5	-3.7	-6.2	-6.2	nt	3.1	nt	98.5	-0.9
- Cc1ccc(C(=O)Oc2cccc(NC(=O)c3cccs3)c2)cc1S(=O)(=O)N1CCOCC1
  1.0	1.6	-10.6	nt	-17.8	nt	-1.6	nt	4.5
- COC(=O)c1cc(=O)n(Cc2ccc3c(c2)OCO3)c(=Nc2ccccc2)s1
  nt	nt	nt	12.6	11.3	5.6	1.7	87.7	nt
- Fc1ccc(OCc2nn3cnnc3s2)cc1
  nt	nt	nt	-15.8	-31.1	-6.7	0.5	108.2	nt
- Cc1nc(NC(=O)CC(C)C)sc1-c1csc(Nc2ccc(Cl)cc2Cl)n1
  5.7	2.0	-10.0	nt	24.7	nt	-0.1	nt	-7.5
- CC(=O)c1cccc(NC(=O)c2ccc(N(Cc3ccccc3)S(C)(=O)=O)cc2)c1
  -0.8	11.5	-12.2	3.7[fluorescence artefact?]	9.2	1.7[fluorescence artefact?]	-3.0	97.5	20.3
- CC(=O)Nc1sc(N)nc1-c1ccccc1
  -8.0	16.1	-16.3	-6.0[fluorescence artefact?]	-1.1	-4.1	-1.2	55.8	-10.2
- CCn1nnc(NC(=O)COc2ccc(C3CCCCC3)cc2)n1
  0.4	6.2	-6.5	3.4[fluorescence artefact?]	74.4*	6.9	-9.4	81.4	20.4

2 records picked at random from the list so far, as already listed:
Value order: FAK inh	HIV Rev-RRE inh	PLK1 inh	ERb coact inh	CD11b adhes inh	ERa coact inh	CD11b adhes enh	ERa coact pot	Plk1 PBD FP
- CC(=O)c1cccc(NC(=O)c2ccc(N(Cc3ccccc3)S(C)(=O)=O)cc2)c1
  -0.8	11.5	-12.2	3.7[fluorescence artefact?]	9.2	1.7[fluorescence artefact?]	-3.0	97.5	20.3
- CCN(CCCNC(=O)COc1cc(=O)n(C)c2ccccc12)c1ccccc1
  4.5	4.3	-6.6	-4.8	nt	-7.0	nt	108.3	20.5

Continuation:
Value order: FAK inh	HIV Rev-RRE inh	PLK1 inh	ERb coact inh	CD11b adhes inh	ERa coact inh	CD11b adhes enh	ERa coact pot	Plk1 PBD FP
- CCOC(=O)c1ccc(NC(=O)C2CCCO2)cc1 (stereo not drawn)
  11.1	6.5	4.3	3.3	-9.4	4.5	-1.0	108.7	-13.8
- C=CCOc1ccc2ccccc2c1CNCCCN1CCOCC1
  0.0	-2.8	-11.4	nt	4.2	nt	4.9	nt	-17.1
- O=C(OCC(=O)c1ccc(S(=O)(=O)N2CCCC2)cc1)C1=COCCO1
  2.4	-1.7	-8.3	-6.0	-7.6	-9.0	-2.7	111.0	2.6
- Oc1ccc(N2CCN(C(c3ccccn3)c3nnnn3C3CCCC3)CC2)cc1 (stereo not drawn)
  -1.3	-2.2	-2.4	16.4[fluorescence artefact?]	nt	-0.4[fluorescence artefact?]	nt	83.3	-19.1
- COc1cc(CNC2CCCCCC2)cc(OC)c1
  -0.1	-5.9	4.5	4.8	11.8	-7.6	1.4	117.1	4.2
- Cc1ncc(S(=O)(=O)c2ccc(Cl)cc2)c(-c2ccccc2)n1
  -0.2	0.9	-9.5	-6.2	3.6	15.3	-2.6	103.7	-9.8
- CCOC(=O)CNC(=O)c1sc(NC(=O)c2cccc(F)c2)nc1C
  -1.1	2.1	-8.1	nt	4.1	nt	0.2	nt	22.6
- Cc1cccc(NC(=O)C2CCN(c3nc(C)cc(C)n3)CC2)c1
  nt	nt	nt	55.2*[fluorescence artefact?]	-9.2	0.1	-1.4	115.4	nt
- CCOC(=O)C1=C(C)OC(N)=C(C#N)C1c1cc2c(cc1Br)OCO2 (stereo not drawn)
  0.8	12.1	-10.3	-2.0	4.5	7.1	-1.7	72.8	-29.8
- COc1cc(C2CC(=O)NC(SCC(=O)Nc3ccccc3C)=C2C#N)ccc1O (stereo not drawn)
  1.3	5.8	-8.0	nt	-2.6	nt	-2.8	nt	-10.0
- CCOC(=O)CC1C(=O)NCCN1C(=O)Nc1ccc(Cl)cc1 (stereo not drawn)
  2.6	12.6	-9.0	2.6	-16.6	-5.7	3.9	106.8	-28.9
- Cc1cccc(C)c1OCC(O)CN1CCC(CN2C(=O)c3cccc4cccc(c34)C2=O)CC1 (stereo not drawn)
  0.8	1.5	0.2	nt	40.0	nt	-2.6	nt	20.7
- CCCCn1c(SCC2CCCO2)nc2cc(S(N)(=O)=O)ccc21 (stereo not drawn)
  0.8	10.5	-3.1	1.0	4.6	26.0	4.1	109.4	-8.8
- COc1cccc(C2NC(=O)NC(C)=C2C(=O)Nc2ccc(C)cc2)c1 (stereo not drawn)
  -0.2	5.5	-10.7	-4.6	6.7	-2.2	5.3	109.5	-14.9
- COc1cccc(COc2ccccc2C2Nc3ccc(Br)cc3C(=O)N2NC(=O)c2ccncc2)c1 (stereo not drawn)
  1.1	-1.8	-8.4	nt	nt	nt	nt	nt	-16.2
- Cc1nnc(Sc2nc3c(c(=O)n(C)c(=O)n3C)n2Cc2ccccc2Cl)s1
  2.2	6.9	-7.7	0.8[fluorescence artefact?]	nt	63.9*[fluorescence artefact?]	nt	101.7	-6.0
- COc1cc(S(=O)(=O)N2CCC(c3nc4ccccc4s3)CC2)ccc1S(=O)(=O)NC1CCCC1
  1.2	12.1	-3.7	8.5	nt	36.2	nt	86.4	13.4
- COC(=O)c1[nH]c2ccc(C)cc2c1NC(=O)Nc1ccccc1OC
  4.6	5.6	-11.8	-4.1	-3.6	10.3	-5.5	80.3[fluorescence artefact?]	-3.5
- Cc1nn(C(=O)c2ccco2)c(C)c1Sc1ccc(Br)cc1
  -4.2	6.8	-10.0	nt	-7.9	nt	-3.4	nt	0.2
- CCCc1cc(Nc2ccccc2OCC)n2ncnc2n1
  -2.5	-1.4	6.2	-9.9[fluorescence artefact?]	nt	-5.2	nt	86.6	1.2
- O=S(=O)(NC1CC2CCC1C2)c1ccc2c(c1)OCCO2 (stereo not drawn)
  nt	nt	nt	5.3	39.0	-2.6	0.0	96.3	nt
- Cc1ccc(Cn2nc(C)c(NC(=O)c3noc4c3CCCCC4)c2C)cc1
  nt	nt	nt	-10.8[fluorescence artefact?]	-2.2	-12.6	1.8	105.5	nt
- CCOc1ccc(C(=O)NC2CCN(S(=O)(=O)CC)CC2)cc1
  7.6	5.5	-7.7	4.4	9.7	7.3	-4.7	108.8	-3.8
- Nc1cc(-c2ccco2)no1
  4.0	8.6	-16.8	49.8	nt	27.1	nt	68.2	-17.8
- Cn1cc(S(=O)(=O)N2CCN(c3ccccc3)CC2)c(=O)n(C)c1=O
  -0.3	10.7	-17.0	-4.5	-22.7	-7.1	3.5	95.3	-0.8
- Cc1ccsc1C(=O)OCC(=O)c1cc(C)n(CC2CCCO2)c1C (stereo not drawn)
  1.9	1.2	-14.1	5.5	nt	-6.6	nt	113.2	-11.2
- CCOC(=O)c1nn(-c2ccc(F)cc2)c2nc(CC(C)C)c(C#N)c(=O)n12
  -0.9	14.2	-4.7	-16.1	nt	-2.1	nt	124.1	4.5
- CCOC(=O)c1nnn(-c2ccc(OC)cc2)c1N
  -1.6	5.2	-2.1	-6.0[fluorescence artefact?]	nt	-4.9	nt	125.4[fluorescence artefact?]	-9.0
- C=C(C)n1c(=O)[nH]c2ccccc21
  -0.1	2.4	-10.5	-4.8	8.2	-2.5	5.4	123.5	-12.3
- CCCC[n+]1ccn(-c2nc3ccccc3nc2[N-]S(=O)(=O)c2ccccc2)c1
  -0.6	9.5	-11.1	-3.5	-28.8	4.4	-0.5	92.2	-7.8
- C=CCSc1nnnn1-c1ccc(OC)cc1
  -0.5	4.8	-17.1	-5.9	-6.1	-5.9	-1.0	98.5	7.2
- COCCOC(=O)C1=C(C)Nc2ncnn2C1c1ccc(F)cc1 (stereo not drawn)
  -0.1	4.9	-9.2	nt	-5.6	nt	1.6	nt	-6.5
- CC(=O)Nc1ccc(N2CCCCC2)cc1
  0.7	1.5	-9.3	-3.6	nt	-3.1	nt	106.2	20.3
- O=S(=O)(Nc1nc2c(s1)CCCC2)c1ccc(F)cc1
  0.8	7.7	-6.0	-3.7	1.6	-2.8	-1.0	88.1	5.8
- CCOC(=O)c1nnn(CC(=O)Nc2cc(Cl)ccc2C)c1C(=O)OCC
  -0.2	12.8	-27.7	-6.9	-1.6	-4.7	-4.1	90.1	-2.9
